Screening data from PubChem BioAssay.
SKKanGAS inh: inhibitors of SKKanGAS S. pyogenes growth in kanamycin (SK-promoter or general growth effect). BacTiter-Glo, 6 h. inhibition, % at 7.5 µM. 300,000 compounds, 1.3% hits;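 active = mean replicate score, as percent of positive control median, at least 50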;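 note: strain carries kanamycin resistance gene driven by streptokinase promoter and grows in 40 µg/ml kanamycin; loss of luminescence reflects streptokinase promoter inhibition or plain growth inhibition; 0% = median of DMSO wells and 100% = positive control at its reference dose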
TRPC4 inh: inhibitors of mouse TRPC4 channel; Q9QUQ5; HEK293 TRPC4beta/mu-opioid, DAMGO-evoked Fluo4 calcium flux; stronger effect = lower value; B-score at 10 µM; 300,000 compounds, 0.39% hits;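 active = B-score over 3 SD under the library average, no early fluorescence shift, positive overall ratio signal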
Target sequence (Q9QUQ5 whole entry, looked up): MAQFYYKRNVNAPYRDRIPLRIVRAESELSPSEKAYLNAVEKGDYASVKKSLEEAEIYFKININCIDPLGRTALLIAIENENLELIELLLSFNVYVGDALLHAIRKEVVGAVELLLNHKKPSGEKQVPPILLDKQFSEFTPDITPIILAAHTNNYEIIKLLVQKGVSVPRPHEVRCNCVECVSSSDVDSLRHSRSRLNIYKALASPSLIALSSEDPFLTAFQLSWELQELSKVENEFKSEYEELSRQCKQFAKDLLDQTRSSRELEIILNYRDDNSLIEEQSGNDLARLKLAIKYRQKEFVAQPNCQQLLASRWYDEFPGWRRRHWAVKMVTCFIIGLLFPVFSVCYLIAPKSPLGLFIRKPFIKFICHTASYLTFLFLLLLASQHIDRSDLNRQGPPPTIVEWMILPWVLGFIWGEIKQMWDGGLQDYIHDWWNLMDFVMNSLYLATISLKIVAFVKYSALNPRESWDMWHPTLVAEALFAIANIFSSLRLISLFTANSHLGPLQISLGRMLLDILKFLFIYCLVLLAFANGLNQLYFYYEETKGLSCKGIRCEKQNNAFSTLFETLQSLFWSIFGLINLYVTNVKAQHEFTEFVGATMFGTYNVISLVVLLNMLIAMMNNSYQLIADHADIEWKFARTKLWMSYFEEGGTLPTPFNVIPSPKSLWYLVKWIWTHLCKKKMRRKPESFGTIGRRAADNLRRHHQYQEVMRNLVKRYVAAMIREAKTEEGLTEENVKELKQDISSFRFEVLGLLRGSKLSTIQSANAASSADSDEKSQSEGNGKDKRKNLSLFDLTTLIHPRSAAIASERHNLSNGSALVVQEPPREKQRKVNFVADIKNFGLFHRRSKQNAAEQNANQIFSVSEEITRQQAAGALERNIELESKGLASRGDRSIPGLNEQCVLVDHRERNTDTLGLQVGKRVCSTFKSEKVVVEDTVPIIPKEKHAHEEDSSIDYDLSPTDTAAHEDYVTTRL
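Material: HEK293 cells with stable TRPC4beta plus mu-opioid receptor expression; probe or stimulus: DAMGO in two steps, submaximal then maximal; technique: Fluo4 calcium fluorescence by kinetic imaging, 5 s 1 Hz baseline; measure: integrated fluorescence ratio relative to baseline, converted to per-well B score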
TRPC6 inhibitor: inhibitors of mouse TRPC6 channel | Q61143 | HEK293-TRPC6, membrane potential dye, ACh-evoked depolarization; stronger effect = lower value | B-score at 10 µM | 310,000 compounds, 1.1% hits;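 active = B-score under library mean minus 3 SD, initial fluorescence not abnormally high, positive integrated signal ratio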;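 note: B-score derived from integrated fluorescence ratio over the kinetic read; more negative B-score means stronger inhibition of depolarization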
HIF act: HIF pathway transcriptional activation. U2OS HRE-luciferase reporter, luminescence; normalized: DMSO 0%, desferrioxamine 100%. activation, % at 7.5 µM (by protocol). 300,000 compounds, 0.32% hits;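 active = mean activation of at least 10% of the iron chelator positive control signal, with at least half of replicates also reaching 10%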
MrgX1 antagonist: blocks BAM8-22 activation of human MrgX1 receptor. Q96LB2. MRGX1-HEK293 calcium flux, Fluo-4, BAM8-22 antagonism; stronger effect = lower value. B-score at 10 µM. 310,000 compounds, 1.3% hits;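 active = calcium-response B-score plate-corrected more than 3 library SD below zero, starting fluorescence within 5 deviations, no agonist response on first addition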;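 note: peak minus trough fluorescence over baseline after final BAM8-22 challenge near maximal dose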
KLF5 inhibitor: inhibitors of KLF5 expression; DLD-1 KLF5 promoter-luciferase reporter, luminescence; inhibition, % at 5 µM; 290,000 compounds, 0.23% hits;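 active = inhibition above a per-plate limit of that plate's mean compound inhibition plus 3 SD, cut at about 60% in these data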;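 note: 0% = DMSO wells and 100% = LY294002 at 200 µM; higher means less KLF5 promoter-driven luciferase light; inactives centre near -14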
aSyn 5UTR inh: 5' untranslated region of α-synuclein, MLPCN primary screen | alpha-synuclein 5'UTR reporter, inhibitor activity | inhibition, % (tested at 7.5 µM) | 300,000 compounds, 0.82% hits; in the data active = inhibition above about 60%;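 note: H4 neuroglioblastoma cells stably carrying SNCA 5'UTR luciferase fusion; 0% = DMSO wells and 100% = positive control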
TRPC6 activator: activates the mouse TRPC6 cation channel. Q61143. HEK293-TRPC6 membrane potential dye fluorescence; stronger effect = higher value. B-score at 10 µM. 310,000 compounds, 0.13% hits. AID 2550;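 active = B-score of the integrated fluorescence ratio above library mean plus 3 SD, and starting fluorescence ratio within library mean plus 5 SD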;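 note: higher score means more depolarization so channel activation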
TRPC4 agonist: opens the mouse TRPC4 cation channel | Q9QUQ5 | HEK293 TRPC4beta/mu-opioid, Fluo4 calcium fluorescence; stronger effect = higher value | B-score at 10 µM | 310,000 compounds, 0.49% hits | AID 2237;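 active = B-score above 5 SD of library B-scores, and initial fluorescence ratio not above library mean plus 5 SD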;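 note: positive B-score marks a calcium rise read as TRPC4 activation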
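Assay system – TRPC4beta and mu-opioid receptor HEK293 stable cells · Measured by – Fluo4 fluorescence, kinetic · Schedule – dye loading 45 min room temperature, 110 s kinetic read · Read-out – B-scored integrated calcium fluorescence ratio · Controls – buffer and maximal DAMGO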
IEC-6 cytotox: kills IEC-6 intestinal cells in KLF5 counter-screen; IEC-6 cytotoxicity, luminescence viability; 290,000 compounds, 0.78% hits; AID 1825; inhibition, % at 5 µM; in the data active = inhibition above about 22%;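 note: 0% = plate median of test compound wells and 100% = cytotoxic reference compound wells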
TRPC4 PAM: TRPC4 (mouse) allosteric potentiation | Q9QUQ5 | HEK293 TRPC4beta/mu-opioid, DAMGO EC20, Fluo-4 Ca2+ flux; stronger effect = higher value | B-score at 10 µM | 310,000 compounds, 0.42% hits;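 active = B-score of calcium response area above 5 SD of library B-scores, with initial fluorescence ratio within 5 SD of library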;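 note: B-score of integrated fluorescence ratio over time as area under calcium response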
* marks the source's active call; other numbers are inactive results; i = inactive; . = not tested or not shown.

Values run as follows: SKKanGAS inh, TRPC4 inh, TRPC6 inhibitor, HIF act, MrgX1 antagonist, KLF5 inhibitor, aSyn 5UTR inh, TRPC6 activator, TRPC4 agonist, IEC-6 cytotox, TRPC4 PAM
> Cn1cccc1C(=O)NC1CCCCC1
  -1, i, i, -4.7, i, ., -37, i, i, ., i
> CSc1cccc(NC(=O)/C=C/c2cccc(Cl)c2)c1
  6, i, i, 4.9, i, -77, -218, i, i, 1, i
> O=C(NCCN1C(=O)S/C(=C\c2cccnc2)C1=O)c1cc(S(=O)(=O)N2CCOCC2)ccc1F
  -3, i, i, -0.7, i, -2, -15, i, i, 7, i
> C=CCN(CC=C)CCOc1ccc2ccccc2c1
  5, i, i, 0.4, i, -12, -16, i, i, -6, i
> O=C(Cc1ccccc1)Nc1c[nH]c(=O)[nH]c1=O
  1, i, i, 0.5, i, -17, 4, i, i, 7, i
> O=C(C1=C[C@H](c2csc3ccccc23)C[C@H](OCc2ccc(CO)cc2)O1)N1CCN(Cc2ccccc2)CC1
  33, i, i, 0.0, i, 18, 28, i, i, 0, i
> O=C(O)C1CCC(CNCc2ccccc2Cl)CC1 (stereo unspecified)
  -5, i, i, 0.2, i, -7, 3, i, i, 2, i
> Cc1ccc(-n2c(N)c(C(=O)N3CCN(C)CC3)sc2=S)cc1
  0, i, i, 0.0, i, -48, 23, i, i, -4, i
> O=C(O)c1cccc2c1C(=O)N(Cc1ccccc1)C2
  3, i, i, 1.3, i, -17, -6, i, i, -2, i
> CCCCNC(=O)O[C@@H]1C[C@@H]2CCN3C(=O)CCC[C@H]([C@H]1CC)[C@H]23
  7, i, i, -0.7, i, -26, 30, i, i, -7, i
> CCOC(=O)/C(=C\C=C\N1CCOCC1)C(C)=O
  6, i, i, 0.0, i, -11, -6, i, i, 0, i
> CC(C)(C)n1nnnc1C(c1cccs1)N1CCN(Cc2ccc3c(c2)OCO3)CC1 (stereo unspecified)
  -7, i, i, -0.6, i, -30, -11, i, i, 1, i
> CCOC(=O)CSc1nnc(CNC(=O)c2cccs2)n1Cc1ccccc1
  -1, i, i, 0.4, i, 1, -14, i, i, -2, i
> CCn1c(CSc2nc3ccccc3s2)nnc1SCC(=O)c1ccc(O)c(O)c1
  0, i, i, -0.1, i, -36, 3, i, i, -4, i
> COc1cc(/C=N/c2oc(C)c(C)c2C#N)cc(Br)c1O
  1, i, i, 2.1, i, -24, -2, i, i, 3, i
> COc1ccccc1OCC(=O)Nc1ccc2c(c1)C(=O)N(CC1CCCO1)C2=O (stereo unspecified)
  0, i, i, -0.4, i, -4, -20, i, i, -3, i
> Cc1nc(-c2ccc(S(=O)(=O)N3CCCCCC3)cc2)cs1
  -5, i, i, 1.1, i, -11, -14, i, i, 0, i
> Cc1sc2ncn(CCn3cnc4sc(C)c(C)c4c3=O)c(=O)c2c1C
  6, i, i, 0.0, i, -27, -6, i, i, -5, i
> ClCC1CSC(=NC23CC4CC(CC(C4)C2)C3)O1 (stereo unspecified)
  4, i, i, 0.0, i, -14, 11, i, i, -6, i
> c1ccc2sc(NN=C3CCCC3)nc2c1
  18, i, i, 0.8, i, -118, -53, i, i, 6, i
> Cc1cc(NC(=O)c2ccccc2F)cc(C)c1OCC(=O)N1CCOCC1
  -3, i, i, 0.4, i, -46, -12, i, i, -1, i
> O=C(NNC(=O)C1CCN(S(=O)(=O)c2cccc(C(F)(F)F)c2)CC1)C1CC1
  -5, i, i, -0.2, i, -34, 2, i, i, 1, i
> O=C(CSc1nc(C2CC2)nc2ccccc12)N1CCCCC1
  8, i, i, 0.0, i, -8, -32, i, i, 7, i
> Cc1ccc2c(c1)CCCN2C(=O)Nc1ccc2c(c1)OCO2
  2, i, i, 2.0, i, -75, -37, i, i, 3, i
> Cc1ccc(C(=O)NCC(=O)N/N=C/c2cccs2)cc1[N+](=O)[O-]
  2, i, i, 3.0, i, -10, 33, i, i, 4, i
> O=C(Nc1cccnc1)c1sc(Nc2ccccc2)nc1-c1ccccc1
  -3, i, i, 0.1, i, -18, -18, i, i, -3, i
> Cc1cc(NC(=O)CSc2nc(N)c(NC(=O)c3ccccc3)c(=O)[nH]2)no1
  -6, i, i, -0.1, i, -15, 1, i, i, -2, i
> COc1ccc(C2/C(=C(/O)c3ccc(Br)cc3)C(=O)C(=O)N2C)cc1OC (stereo unspecified)
  2, i, i, -1.0, i, -34, -3, i, i, -4, i
> Cc1ccc2nc(N/N=C\c3ccc([N+](=O)[O-])o3)nc(-c3ccccc3)c2c1
  100*, i, i, -0.5, i, -10, -51, i, i, -1, i
> CC1Cc2ccccc2N1CC(=O)NC(=O)NC(C)(C)C (stereo unspecified)
  3, i, i, -1.3, i, -16, -2, i, i, 10, i
> COc1cccc(NC(=O)CSCc2cc(=O)n3ccsc3n2)c1
  1, i, i, -0.1, i, -5, 17, i, i, 8, i
> Cc1ccc(-c2c(C)sc3nc[nH]c(=O)c23)cc1C
  8, i, i, 0.2, i, -27, 14, i, i, -1, i
> O=C(Nn1cnnc1)c1cc2c(s1)CCCCC2
  -4, i, i, -0.1, i, -11, -11, i, i, 6, i
> CCN(CC)CC(=O)Nc1sc2c(c1C(=O)c1ccccc1OC)CCC2
  2, i, i, -2.2, i, 3, 38, i, i, -5, i
> COc1c(Br)cc(Br)cc1/C=N/n1c(C)nnc1C
  5, i, i, -0.3, i, -28, 8, i, i, -1, i
> CCCCc1ccc(NC(=O)CSC2=NN3CCCC(=O)N=C3S2)cc1
  2, i, i, -0.5, i, -12, 5, i, i, -4, i
> Cc1ccc(CSCc2nc3ccccc3[nH]2)cc1
  0, i, i, 1.1, ., -30, -39, i, i, -4, i
> COc1ccc(N2CCN(C(=O)CNC(=O)c3cccs3)CC2)cc1
  -3, i, i, 0.4, i, -23, 10, i, i, -2, i
> CS(=O)(=O)N1CC(C(=O)NC2CCCC2)Oc2ccc(Cl)cc21 (stereo unspecified)
  0, i, i, 0.2, i, 3, 2, i, i, -2, i
> O=C(Cn1ncc2c(=O)oc3ccccc3c21)NCc1cccnc1
  2, i, i, -0.3, i, -22, 7, i, i, 9, i

The list goes on, overlapping the part above by four compounds.
Values run as follows: SKKanGAS inh, TRPC4 inh, TRPC6 inhibitor, HIF act, MrgX1 antagonist, KLF5 inhibitor, aSyn 5UTR inh, TRPC6 activator, TRPC4 agonist, IEC-6 cytotox, TRPC4 PAM
> Cc1ccc(CSCc2nc3ccccc3[nH]2)cc1
  0, i, i, 1.1, ., -30, -39, i, i, -4, i
> COc1ccc(N2CCN(C(=O)CNC(=O)c3cccs3)CC2)cc1
  -3, i, i, 0.4, i, -23, 10, i, i, -2, i
> CS(=O)(=O)N1CC(C(=O)NC2CCCC2)Oc2ccc(Cl)cc21 (stereo unspecified)
  0, i, i, 0.2, i, 3, 2, i, i, -2, i
> O=C(Cn1ncc2c(=O)oc3ccccc3c21)NCc1cccnc1
  2, i, i, -0.3, i, -22, 7, i, i, 9, i
> Cn1c2ccccc2c(=O)c2c(=O)n(Cc3ccco3)c(-c3ccc(F)cc3)nc21
  13, i, i, 0.0, i, -23, 32, i, i, 10, i
> CCCCC(=O)Nc1ccc(NC(=S)NC(=O)c2cccs2)cc1OC
  9, i, i, 2.0, i, -5, -107, i, i, 7, i
> Cc1ccc(NC(=O)CSc2nc3nc(C)cc(C)c3c(=O)[nH]2)cc1
  27, i, i, -0.5, i, -4, 13, i, i, -6, i
> C/C(CC(=O)NCc1ccccc1)=N\NC(=O)c1cnccn1
  -6, i, i, -0.1, i, -14, 5, i, i, 0, i
> NC(=O)c1cc(C(=O)Cc2ccc(Cl)cc2)c[nH]1
  2, i, i, 1.0, i, -55, -52, i, i, -5, i
> CCOC(=O)c1sc(=S)n(-c2ccc(OC)cc2)c1C
  -4, i, -6.3*, -0.2, i, 5, -6, i, i, 6, i
> Cc1ccc(C(=O)N2CCN(C)CC2)cc1[N+](=O)[O-]
  -1, i, i, -0.2, i, -62, -1, i, i, -3, i
> COc1cccc2sc(N(CCN(C)C)C(=O)c3ccc4c(c3)CCCC4)nc12
  1, i, -6.4*, -0.6, i, -42, 0, i, i, -9, i
> Cc1ccc(S(=O)(=O)Nc2c(NC3CCCCC3)c3ccccc3oc2=O)cc1
  -1, i, i, 0.0, i, -38, 28, i, i, 4, i
> Cc1ccc(C(=O)NNC(=O)C2CCN(c3nc(C)cc(C)n3)CC2)cc1
  0, i, i, -0.3, i, -5, 0, i, i, -3, i
> Cc1cccc(C)c1NC(=O)c1cccc2c1-c1ccccc1C2=O
  -1, i, i, 0.3, i, -42, 35, i, i, 6, i
> O=C(CSc1n[nH]c(=O)[nH]c1=O)Nc1ccccc1C(=O)c1ccccc1
  -4, i, i, -0.3, i, -20, 1, i, i, -1, i
> Cc1ccc2nc(-c3cccnc3)c(NC3CCCCC3)n2c1
  1, i, i, -0.2, i, -5, 6, i, i, -7, i
> Cc1cc(Br)c(NC(=O)Cn2c([N+](=O)[O-])cnc2C)cc1C
  1, i, i, 0.7, i, 15, 9, i, i, 2, i

Quoted at random: 2 compounds from above
Values run as follows: SKKanGAS inh, TRPC4 inh, TRPC6 inhibitor, HIF act, MrgX1 antagonist, KLF5 inhibitor, aSyn 5UTR inh, TRPC6 activator, TRPC4 agonist, IEC-6 cytotox, TRPC4 PAM
> CCOC(=O)c1sc(=S)n(-c2ccc(OC)cc2)c1C
  -4, i, -6.3*, -0.2, i, 5, -6, i, i, 6, i
> CSc1cccc(NC(=O)/C=C/c2cccc(Cl)c2)c1
  6, i, i, 4.9, i, -77, -218, i, i, 1, i
